# ERAP1 inh = ERAP1 (human) enzyme inhibition. Q9NZ08. recombinant ERAP1, Leu-AMC fluorescence, 60 min. inhibition, % at 10.7 µM. 340,000 tested, 0.15% active. AID 652197;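 active = mean replicate inhibition of at least 30%, or all replicates individually reaching that 30% level; inactive = mean below 30% and not every replicate reaching it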;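 also: 0% = neutral control wells and 100% = L-leucinethiol positive control wells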
# esBAF inh = blocks esBAF chromatin remodeling in mouse ES cells. 350,000 tested, 2% active. reporter increase, % at 12.5 µM. AID 602393. Bmi1-luciferase knock-in reporter, 24 h; 100% = twice the neutral-well signal; in the data active = activation above about 40%; inconclusive = no clear call, values can overlap the other calls;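 also: 0% = median of the plate's neutral control wells and 100% = double that signal; a rise in the Bmi1 reporter signal indicates esBAF inhibition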
# RAD54 branch = blocks human RAD54 Holliday junction branch migration; Q92698; FAM/BHQ fluorescence; inhibition, % at 10.4 µM; 360,000 tested, 0.14% active; AID 602329;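 active = mean normalized replicate activity at least 40 and at least half of replicates scoring 40 or more; inconclusive = only one of the two criteria met; inactive = mean below 40 and under half of replicates reaching 40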;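 also: 0% = median of neutral control wells and 100% = median of positive control wells; inhibitors cause a drop in the FAM fluorescence signal; in these data hits start at about 50%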
# Target sequence (Q92698 whole entry, looked up): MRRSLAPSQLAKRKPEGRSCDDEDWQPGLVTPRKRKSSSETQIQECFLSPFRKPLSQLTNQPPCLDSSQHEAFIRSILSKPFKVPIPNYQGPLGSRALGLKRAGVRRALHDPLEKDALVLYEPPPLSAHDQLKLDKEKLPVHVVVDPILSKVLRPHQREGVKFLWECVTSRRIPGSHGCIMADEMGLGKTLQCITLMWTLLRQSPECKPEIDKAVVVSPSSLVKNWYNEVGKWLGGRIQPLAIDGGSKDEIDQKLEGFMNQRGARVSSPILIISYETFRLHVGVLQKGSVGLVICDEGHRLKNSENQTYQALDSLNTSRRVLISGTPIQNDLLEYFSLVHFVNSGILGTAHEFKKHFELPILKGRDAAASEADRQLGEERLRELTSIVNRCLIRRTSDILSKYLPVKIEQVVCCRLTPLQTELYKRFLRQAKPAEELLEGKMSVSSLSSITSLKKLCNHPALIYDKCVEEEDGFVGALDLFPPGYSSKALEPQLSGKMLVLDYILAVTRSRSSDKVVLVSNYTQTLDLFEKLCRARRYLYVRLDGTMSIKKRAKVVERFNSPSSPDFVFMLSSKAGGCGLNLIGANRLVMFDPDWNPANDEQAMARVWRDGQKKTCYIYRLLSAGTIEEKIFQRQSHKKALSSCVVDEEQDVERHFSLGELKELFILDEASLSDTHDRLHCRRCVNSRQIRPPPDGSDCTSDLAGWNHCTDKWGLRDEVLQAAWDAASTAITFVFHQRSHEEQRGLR
# RAD52 inh = inhibitors of human RAD52 DNA annealing. P43351. recombinant RAD52 DNA annealing, FRET fluorescence. inhibition, % at 18.7 µM. 360,000 tested, 0.46% active;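 active = every replicate showing at least 50% inhibition; inconclusive = mean inhibition at least 50% but not in every replicate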
# ARNT TACC3 PPI = ARNT/TACC3 interaction disruption; Q9Y6A5; AlphaScreen His-ARNT PAS-B/GST-TACC3 binding, luminescence; TACC3 fragment carries E629A point mutation; inhibition, % at 9.99 µM; 390,000 tested, 0.66% active; AID 623870;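 active = mean inhibition of replicates at least 50% and at least half of replicates each reaching 50%; inconclusive = half or more replicates reach 50% but mean below 50%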;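 also: 0% = complete ARNT plus TACC3 wells and 100% = ARNT alone without TACC3; many hits fall short of the cut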
# F508del corr = CFTR F508del correction in bronchial cells | CFBE cells, YFP halide quenching; stimulated with forskolin plus potentiator P3; % fluorescence drop versus neutral controls | activity (quench increase), % at 7.58 µM | 350,000 tested, 0.36% active | AID 720511;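 active = mean added fluorescence quench of at least 8% versus neutral control, with both replicates also reaching 8%; inconclusive = only one of the mean or replicate conditions met; inactive = mean below 8% and not both replicates reaching 8%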;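 also: cells transiently co-express mutant CFTR-F508del with the halide-sensitive YFP; corrector assay measuring rescue of mutant channel to the surface after 24 h compound exposure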
# Xi reactivation = activators of X-chromosome reactivation in mouse fibroblasts | 360,000 tested, 0.055% active | activation, % at 7.58 µM | AID 743238 | XiGFP mouse fibroblasts, % GFP-positive cells imaging, 3 d; cells co-treated with 5-aza-dC sensitizer; scaled so ellipticine positive control = 100%;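 active = mean normalized replicate activation at least 10% and every replicate at or above 10%; inconclusive = only one of the two criteria met; inactive = mean below 10% and not all replicates reach 10%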;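 also: 0% = median of on-plate neutral control wells and 100% = ellipticine 6 µM median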
#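 Assay system: SV40-immortalized XiGFP fibroblast cells, line 68-5-11; buffer or medium: DMEM plus 5-aza-dC sensitizer; compound: one concentration, pinned; timing: compounds 3 days, fix/stain 15 min at room temperature; benchmarks: positive control ellipticine, 6 µM final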
# INS-1E GSIS act = GLuc luminescence reporter in INS-1E cells, primary screen for activators of glucose-dependent secretion of insulin; INS-1E GLuc reporter insulin secretion, 2-3 h; activation, % at 16.6 µM; 370,000 tested, 0.61% active; AID 743287;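 active = lowest replicate activation of at least 40%, so every replicate reaches that level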;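 also: 0% = median of neutral control wells and 100% = median of IBMX positive control wells; some compounds called inactive have numbers as strong as hits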
# Numbers without * were called inactive; ? = inconclusive; / = not tested or not shown.
SMILES,ERAP1 inh,esBAF inh,RAD54 branch,RAD52 inh,ARNT TACC3 PPI,F508del corr,Xi reactivation,INS-1E GSIS act
c1c(CC2CCCC2)nnn1C[C@H]1CC[C@@H]([C@@H]2CC[C@H](Cn3cc(CC4CCCC4)nn3)O2)O1,6,14,-11,-11,4,-0.1,0.0,-3
O=C(Nc1ccc(N2CCCC2)c(Cl)c1)c1ccccc1F,-1,?,-1,-3,/,1.4,-0.1,-11
CCOC(=O)c1c(C)n(C)c2ccc(OCC(N)=O)cc12,-4,-3,-7,0,3,0.3,-0.1,14
CO[C@H]1CC[C@@H]2CCN(C)C(=O)[C@H](C)[C@H](OC)CN(C)C(=O)c3cccc(C#N)c3OC[C@@H]1O2,0,3,-8,-4,-5,-1.6,0.0,2
CC(=O)Nc1ccc(/C=N/N2C(C)CCCC2C)cc1 (stereo not given),-6,/,/,-26,-5,1.0,0.2,8
CC(C)=CC(=O)Nc1ccccc1C(N)=O,/,4,5,/,4,/,/,-6
Cc1ccccc1NNC(N)=S,-9,/,/,1,-7,4.5,-0.2,/
O=C(c1cccnc1)N1C[C@H]2[C@@H](c3ccccc31)[C@H](CO)N2C(=O)CN1CCOCC1,/,-1,-4,-8,0,-1.2,0.0,-1
Cc1ccccc1-n1c(=S)[nH]c2nc3c(cc2c1=O)COC(C)(C)C3,/,2,/,4,-7,0.2,-0.2,5
COc1ccc(C(=O)N2CCCC(Nc3ccc(F)cc3)C2)c(OC)c1 (stereo not given),0,-4,0,-4,-5,-1.0,-0.1,20
CC[C@@]1(C(=O)OC)N[C@H](CN(C)S(=O)(=O)c2ccc(C(C)(C)C)cc2)[C@@H]2C(=O)N(C)C(=O)[C@@H]21,-4,0,-8,-8,10,-3.4,0.0,1
Cc1c(C(=O)NCCN2CCOCC2)oc2ccc(Br)cc12,2,12,-23,-20,-5,0.6,0.6,6
CCCNC(=O)C[C@H]1CC[C@H]2[C@@H](COc3ccc(NC(=O)c4cc(F)cc(F)c4)cc3C(=O)N2C)O1,/,3,2,/,-11,1.0,/,/
Cc1ccc(S(=O)(=O)c2nc(S(C)(=O)=O)sc2NCc2ccc3c(c2)OCO3)cc1,1,/,/,-14,-1,/,0.1,14
CC(=O)Nc1ccc(S(=O)(=O)NN=Cc2ccc(Cl)c(Cl)c2)cc1,4,-1,/,-7,-3,0.6,0.2,-18
CCOc1ccc(CCNC(=O)COC(=O)c2cc(S(=O)(=O)N3CCOCC3)ccc2F)cc1OCC,4,-1,0,-13,19,1.7,0.0,25
O=C(COc1ccc(Br)cc1CO)Nc1ccc(S(=O)(=O)N2CCCCC2)cc1,1,-4,-17,-10,28,1.6,-0.6,-19
CCCCC(CC)Cn1c(O)c(/C=C2\C=NN=C2c2ccccc2)sc1=S (stereo not given),/,/,5,/,9,/,0.2,-6
N#CCN(C(=O)COC(=O)C1CC2CCCC(C1)C2=O)c1ccccc1 (stereo not given),1,-3,-5,-4,-4,-2.2,0.4,10
FC(F)(F)c1cccc(N2CCN(C3CC4CCC3C4)CC2)c1 (stereo not given),-1,-6,-20,-15,-9,1.8,0.1,-16
Cc1c(/C(O)=C2\C(=O)C(=O)N(CCN(C)C)C2c2ccccc2)cnn1-c1ccccc1 (stereo not given),3,/,0,-5,-2,1.6,0.0,/
C=CCNC(=S)NNC(=O)c1ccco1,-3,2,/,-11,-6,1.3,0.1,-8
CC1CCCN(S(=O)(=O)c2ccc(NC(=O)CN3CCCCC3)cc2)C1 (stereo not given),-1,4,6,-15,-5,2.4,0.0,-2
CC(C)(C)OC(=O)CC[C@]12N=C(c3ccc(OCCCO)cc3)O[C@H]1c1ccccc1CN(Cc1ccccc1)C2=O,1,/,-5,-10,6,-2.0,/,/
C[C@H](CO)N1C[C@H](C)[C@H](CN(C)S(=O)(=O)c2cccc(F)c2)Oc2ncc(C#Cc3cccc(F)c3)cc2C1=O,-1,-1,-2,17,-4,-3.9,0.4,-17
O=C(O)c1cc(N/N=C/c2ccc(-c3ccccc3)cc2)ccc1Cl,18,?,-5,-27,3,-1.6,0.0,-4
CCc1ccc(CNc2ccc3c(c2)ncn3C)cc1,3,/,/,4,1,1.6,/,-30
CCOC(=O)C1CCCN(c2c(N3CCN(c4cccc(Cl)c4)CC3)c(=O)c2=O)C1 (stereo not given),-2,-9,-8,-12,-9,0.6,0.0,/
CC1(C)OC(=O)C=C[C@]2(C)[C@H]3CC[C@@]4(C)[C@H](c5ccoc5)OC(=O)[C@H]5O[C@]54[C@]3(C)C(=O)C[C@@H]12,3,-3,-2,-18,-4,-0.8,0.1,-8
CCOC(=O)CC(=O)CSc1nc2ccc(OC)cc2cc1C,1,17,/,-3,11,0.6,0.0,4
CC(C)OC(=O)c1ccc(NC(=O)C2C3CC4OC(=O)C2C4C3)cc1 (stereo not given),/,?,-7,/,-2,/,/,-10
C[C@H]1CN([C@@H](C)CO)C(=O)c2cccc(NS(=O)(=O)c3cn(C)cn3)c2O[C@@H]1CN(C)Cc1ccc(C(=O)O)cc1,1,1,3,13,-3,-0.7,0.0,2
C[C@@H]1CN([C@@H](C)CO)C(=O)c2cccc(NC(=O)C3CC3)c2O[C@@H]1CN(C)Cc1ccc(C(=O)Nc2ccccc2N)cc1,0,-23,9,6,-7,-1.7,0.3,19
CC1CCC(NC(=O)C(NC(=O)c2ccccc2)C(C)C)CC1 (stereo not given),-2,/,/,-20,29,-2.7,0.0,10
O=C1CCCN1S(=O)(=O)c1ccccc1,12,/,/,4,-14,-0.2,0.0,29
CCCCCCn1cc(C(=O)O)c(=O)c2cc(F)c(N3CCCCC3)cc21,-6,1,5,-13,-10,4.6,-0.1,-1
CC1(c2nnnn2-c2ccc3c(c2)OCCO3)CCC(=O)N1CCc1c[nH]c2ccccc12 (stereo not given),10,/,/,-7,/,-0.9,0.0,-10
COc1cccc(-c2ccc3c(c2)[C@@H]2[C@@H](CCN2S(=O)(=O)c2ccccc2C)[C@H](CO)N3)c1,-1,0,7,-27,-1,3.0,0.4,16
CCOC(=O)CSc1nc(CC)nc2ccccc12,-3,/,/,-2,-9,1.4,/,6
C=CCNC(=O)c1ccc(-c2nc3ccccc3nc2-c2ccccc2)cc1,/,1,2,-23,0,-2.2,-0.1,15
CNC[C@@H]1Oc2c(NC(=O)Nc3ccccc3)cccc2C(=O)N([C@@H](C)CO)C[C@@H]1C,-2,0,9,-14,22,2.7,0.0,25
Cc1ccc(-c2cc(O)cc3sc(=O)oc23)cc1C,/,5,/,6,-6,-0.8,-0.1,-2
Cc1ccc(-n2cc(CNCCCN3CCCC3=O)c(-c3ccc(F)cc3)n2)cc1,-2,/,/,-15,4,0.3,-0.1,-5
C[C@H](CO)N1C[C@H](C)[C@@H](CN(C)C(=O)NC2CCCCC2)Oc2c(NS(=O)(=O)c3ccc(F)cc3)cccc2C1=O,1,-2,0,-4,-5,1.1,0.0,-32
C/C(=N\NC(=O)CN(c1ccc(Oc2ccccc2)cc1)S(C)(=O)=O)C(C)(C)C,-1,/,/,-3,/,-2.6,0.0,12
CC(=O)N(Cc1cc2ccccc2[nH]c1=O)c1ccc(C)cc1,-1,0,0,-11,-2,0.7,0.0,13
O=c1n(-c2ccc(Br)cc2)cnn1-c1ncccc1[N+](=O)[O-],-2,/,/,-1,-7,-1.3,0.0,7
CCOC(=O)c1[nH]c(C)c(/C(O)=C2\C(=O)C(=O)N(CCN3CCOCC3)C2c2ccco2)c1C (stereo not given),-2,-2,-6,-21,-9,-0.6,0.0,0
CC(C)C(C(=O)OCC(=O)c1cccc([N+](=O)[O-])c1)N1C(=O)[C@@H]2[C@H]3CC[C@H](C3)[C@@H]2C1=O (stereo not given in full),1,/,/,-6,6,0.5,0.0,/
COc1cccc(CNc2nc3cc(-c4cccc(OC)c4)sc3c(=O)n2C)c1,0,20,-5,-13,/,1.8,0.3,-1
CCCCCCSc1ccc(-c2nc3cnccn3c2NC2CCCCC2)cc1,3,/,/,-42,/,1.7,0.4,-6
C[C@@H]1CCCCO[C@@H](CN(C)C(=O)CCCN(C)C)[C@H](C)CN([C@H](C)CO)C(=O)c2cc(NC(=O)Nc3ccc4c(c3)OCO4)ccc2O1,/,0,9,/,19,2.4,0.1,-12
COc1ccc(Cl)cc1NC(=O)CCN1CCN(c2ccccc2C)CC1,-1,-12,-6,-6,-13,/,/,7
O=C(Nc1cccc(C(F)(F)F)c1)C1CCCN1S(=O)(=O)c1cccc2cccnc12 (stereo not given),3,-5,/,-4,-9,-2.7,/,-53
CN1C(=O)c2cc(NC(=O)c3cccc(F)c3)ccc2OC[C@@H]2O[C@H](CC(=O)O)CC[C@@H]21,/,-1,-6,/,-2,0.4,0.2,22
CC(C)Cc1nnc(NC(=O)CCc2c[nH]c3ccccc23)s1,-1,3,-7,-12,-4,-2.2,0.2,5
CCOc1cc(/C=N/N2C(=O)NC3(CCCCC3)C2=O)cc(Br)c1O,1,/,/,-4,-1,-0.8,-0.7,-1
CC(C)(C)[C@H]1C=C(C(=O)N2CCN(Cc3ccccc3)CC2)O[C@@H](OCCCCO)C1,-6,3,-8,-16,-3,-3.2,0.0,-15
CCCNC(=O)N1[C@H](CO)[C@H](c2ccc(C#CCN(C)C)cc2)[C@@H]1C#N,2,1,2,-8,-3,-0.9,0.4,-8
CC(C)CC(c1nnnn1C1CCCC1)N1CCC(C(N)=O)CC1 (stereo not given),1,/,/,-2,-10,-1.1,0.2,-11

# (continued)
SMILES,ERAP1 inh,esBAF inh,RAD54 branch,RAD52 inh,ARNT TACC3 PPI,F508del corr,Xi reactivation,INS-1E GSIS act
O=C(NCCCN1CCOCC1)c1cc(-c2cccc(O)c2)on1,3,5,11,-102,/,0.4,0.0,-3
Cc1ccc(C2NC(=O)c3n[nH]c(C)c32)cc1 (stereo not given),1,/,/,-2,/,1.4,0.0,-2
CN(C)CCN1CCN(C2CN(Cc3cn(Cc4cccc(Cl)c4)nn3)S(=O)(=O)C2)CC1 (stereo not given),/,/,/,-11,/,-1.8,-0.1,-3
COc1ccc([N+](=O)[O-])cc1N1C(=O)c2cccc3cccc(c23)C1=O,-1,/,4,-12,3,0.5,-0.1,-7
CC(C)NC(=O)Nc1cccc2c1O[C@@H](CN(C)CC1CCCCC1)[C@@H](C)CN([C@H](C)CO)C2=O,1,4,6,0,-1,-0.3,0.4,6
COc1cccc(C(NC(C)=O)c2nc(-c3ccoc3)cs2)c1 (stereo not given),0,1,-5,-2,/,-0.8,-0.1,4
O=C(O)c1ccc2c(c1)C(=O)N(c1ccc(/C=C/C(=O)c3ccccc3)cc1)C2=O,16,/,/,-59,2,/,0.0,-27
COc1ccc(OCCSc2ccc(S(=O)(=O)N3CCCC3)cn2)cc1,-4,7,-2,-7,4,-2.9,0.2,-12
O=C(Nc1ccnn1C1CCN(Cc2cccc(O)c2)CC1)C1CCCC1,-4,-3,-11,-13,-2,-3.1,0.0,8
COc1ccc(NS(=O)(=O)c2cccc(N3CC(O)=C(c4ccccc4)C3=N)c2)cc1,0,/,/,-10,3,-0.5,0.0,3
CCOc1ccc(S(=O)(=O)N2CCN(C(=O)c3oc4ccccc4c3C)CC2)cc1,2,0,-5,-4,-1,0.7,0.0,-12
